Bioassay records (PubChem BioAssay)
STAT1 inh: reduces IFN-gamma driven STAT1 reporter signal; 0.35% of 200,000 active; AID 920; NIH 3T3 STAT1-luciferase reporter, luminescence; inhibition, % at 5.5 µM;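 active = inhibition above a set limit, the mean inhibition across all tested compounds plus 3 SD, cut at about 34% in these data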;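 also: 0% = IFN-gamma with DMSO and 100% = IFN-gamma with 300 µM nifuroxazide; values of inactives mirror those of a sister screen read the other way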
APP 5'UTR act: APP 5'UTR luciferase reporter activation. SH-SY5Y APP 5'UTR luciferase reporter, luminescence; zero percent = DMSO vehicle wells. activation, % at 2 µM. 1% of 190,000 active;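 active = activation above a set limit, based on mean plus 3 SD of controls, cut at about 140% in these data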; also: values of inactives mirror those of a sister screen read the other way
STAT3 activator: activators of IL-6 induced STAT3 signaling; activation (% of control), % at 5.6 µM; AID 871; 0.91% of 190,000 active; U3A cells, IL-6 STAT3-luciferase reporter, luminescence; 100% = signal with IL-6 EC80 alone;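 active = activation above the screen-wide mean of compound activation plus 3 SD, cut at about 130% in these data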;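 also: 0% = background luminescence of wells with medium and substrate only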
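Material: STAT1-lacking human U3A cells, STAT3 luciferase reporter | Benchmarks: IL-6-only wells as 100% reference | Probe or stimulus: IL-6 (33 ng/mL) | Timing: Compound 1 h, then IL-6 6 h at 37 °C | Detection: Luminescence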
STAT1 activator: increases IFN-gamma driven STAT1 reporter signal. 2.6% of 200,000 active. activation (% of control), % at 5.5 µM. NIH 3T3 STAT1-luciferase reporter, luminescence; 100% = IFN-gamma alone, no compound;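 active = activation above the screen-wide mean activation plus 3 SD, cut at about 130% in these data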;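 also: raw ratio to IFN-gamma control signal so 100% means no change and 0% no light; values of inactives mirror those of a sister screen read the other way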
DTT redox prof: compounds producing H2O2 with reducing agent – biochemical, NIH compound library profiling, artefact control for MLSCN library redox annotation, primary screen; DTT-dependent redox cycling H2O2, phenol red/HRP absorbance; 100% = 100 µM peroxide control, 0% = buffer; activation, % at 10 µM; 0.03% of 200,000 active; AID 878;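 active = activation of at least 50% relative to the plate's high and low controls in the primary single-dose screen; inactive = activation below 50%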;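 also: compound incubated with DTT at 0.8 mM final as the reducing agent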
TLR4 MyD88 comp: TLR4-MyD88 interaction inhibition in cells; O00206+Q99836; HeLa CL3-4 TLR4/MyD88 BLA complementation, FRET ratio; inhibition, % at 8.4 µM; 0.18% of 200,000 active; AID 861; in the data active = inhibition above about 25%;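 also: 0% = vehicle and 100% = reference inhibitor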
Target sequence (O00206 whole entry, looked up): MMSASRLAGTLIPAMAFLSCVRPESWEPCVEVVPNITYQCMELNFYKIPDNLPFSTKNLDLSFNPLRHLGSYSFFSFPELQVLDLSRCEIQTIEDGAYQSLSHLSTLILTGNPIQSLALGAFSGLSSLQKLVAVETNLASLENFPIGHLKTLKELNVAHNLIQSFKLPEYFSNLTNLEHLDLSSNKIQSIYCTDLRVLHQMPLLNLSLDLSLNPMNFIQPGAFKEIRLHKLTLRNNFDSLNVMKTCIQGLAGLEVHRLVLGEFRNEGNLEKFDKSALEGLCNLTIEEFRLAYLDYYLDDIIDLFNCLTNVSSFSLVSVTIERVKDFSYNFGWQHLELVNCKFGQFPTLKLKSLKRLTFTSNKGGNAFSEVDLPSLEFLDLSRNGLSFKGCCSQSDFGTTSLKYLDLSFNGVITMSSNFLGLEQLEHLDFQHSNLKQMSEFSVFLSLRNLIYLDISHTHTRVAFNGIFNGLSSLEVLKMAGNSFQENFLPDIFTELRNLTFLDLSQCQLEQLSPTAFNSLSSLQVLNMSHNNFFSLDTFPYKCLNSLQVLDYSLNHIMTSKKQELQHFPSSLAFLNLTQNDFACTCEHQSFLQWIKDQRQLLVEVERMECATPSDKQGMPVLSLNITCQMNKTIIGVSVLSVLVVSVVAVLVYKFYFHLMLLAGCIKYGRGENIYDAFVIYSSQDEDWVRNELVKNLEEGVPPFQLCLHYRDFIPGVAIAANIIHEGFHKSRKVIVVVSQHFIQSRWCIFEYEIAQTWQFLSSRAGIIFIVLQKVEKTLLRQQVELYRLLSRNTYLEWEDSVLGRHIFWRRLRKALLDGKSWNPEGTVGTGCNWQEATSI
Target sequence (Q99836 whole entry, looked up): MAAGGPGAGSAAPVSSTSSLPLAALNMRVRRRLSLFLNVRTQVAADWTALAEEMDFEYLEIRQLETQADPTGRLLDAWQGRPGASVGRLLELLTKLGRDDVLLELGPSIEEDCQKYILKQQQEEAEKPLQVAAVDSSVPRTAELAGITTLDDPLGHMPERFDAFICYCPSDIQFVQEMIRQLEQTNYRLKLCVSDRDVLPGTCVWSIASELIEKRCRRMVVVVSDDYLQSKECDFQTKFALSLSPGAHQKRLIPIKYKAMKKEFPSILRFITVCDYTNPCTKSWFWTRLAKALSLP
HMGR II inh: blocks class II HMG-CoA reductase of Enterococcus faecalis | purified E. faecalis HMGR, NADPH absorbance 340 nm kinetic | inhibition, % at 10 µM | 0.41% of 190,000 active;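 active = inhibition above a set limit, the median over all tested compounds plus 3 SD, cut at about 9.5% in these data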;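 also: enzyme runs in reverse so mevalonate oxidation gives rising NADPH absorbance; 0% = complete reaction with DMSO and 100% = background rate lacking mevalonate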
NF-kB expr up: compounds increasing NF-kB expression in human neuronal cells; fold change at 12.5 µM; NF-kB reporter expression; hits give high values; 1.6% of 190,000 active; in the data active = fold change above about 3.3
Hsp70 activator: switches on Hsp70 transcription | HeLa Hsp70 promoter luciferase reporter, luminescence; scaled: vehicle 0, proteasome-inhibitor control 100% | activation, % at 10 µM | 0.04% of 200,000 active;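 active = activation above the mean across all tested compounds plus 3 SD, cutoff set per campaign, cut at about 5.5% in these data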;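 also: 100% = MG132 at 30 µM as the positive control and 0% = DMSO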
STAT3 inh: STAT3 signaling inhibition; U3A cells, IL-6 STAT3-luciferase reporter, luminescence; host cell line lacks STAT1; inhibition, % at 5.5 µM; 0.89% of 190,000 active;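 active = inhibition above the mean inhibition across all screened compounds plus 3 SD, cut at about 44% in these data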;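 also: 0% = DMSO only wells and 100% = 100 µM nifuroxazide control wells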
Starred values were filed as active, the others as inactive; nt = no result given.

Every second line gives: STAT1 inh	APP 5'UTR act	STAT3 activator	STAT1 activator	DTT redox prof	TLR4 MyD88 comp	HMGR II inh	NF-kB expr up	Hsp70 activator	STAT3 inh
> CC(=O)Nc1ccc(NC(=O)CCC(=O)OCC(=O)c2cccc([N+](=O)[O-])c2)cc1
 : 6	0	95	93	0.4	16	-6	1.1	-0.1	12
> Cc1nonc1OCCNCCNc1ccccc1[N+](=O)[O-]
 : 4	-8	93	95	-1.2	0	-8	0.93	-0.1	18
> Cc1ccc(N2C(=O)CSC2=S)cc1C
 : -4	-19	102	102	4.1	1	-1	0.86	-0.2	5
> CCN(CC(=O)Nc1cc(Cl)ccc1C)C(=O)COc1ccccc1F
 : 3	9	103	97	0.5	0	6	1	0.1	5
> COc1cccc(C(=O)NNC(=O)Cc2ccc([N+](=O)[O-])cc2)c1
 : 3	-3	102	97	0.3	14	-1	1.3	-0.4	-3
> Cn1c(=O)oc2cc(S(=O)(=O)N3CCCC(C(=O)NCc4ccc5c(c4)OCO5)C3)ccc21 (configuration not stated)
 : 4	-6	90	96	-1.8	-5	-5	1.1	-0.3	17
> O=S(=O)(c1ccccc1)c1nc(NCc2cccnc2)sc1Cl
 : 13	-3	99	88	0.0	-3	-4	1.4	-0.3	8
> Cn1cccc1Cc1nnc(SCC(=O)Nc2ccc3c(c2)OCCO3)n1-c1ccc(F)cc1
 : 2	9	104	99	-2.7	12	1	0.87	-0.3	-4
> CSc1ccc(C2NC(=O)c3c(sc4c3CCN(C)C4)N2)cc1 (configuration not stated)
 : -7	17	102	107	-0.7	9	-2	1.1	-0.4	2
> O=c1cc(CSc2nnc(COc3ccccc3)n2-c2ccccc2)c2ccccc2[nH]1
 : 0	-3	102	100	-0.6	-4	-12	1.3	-0.1	-2
> CNC(=S)NNC(=O)c1sccc1OCc1cccc(C(F)(F)F)c1
 : -3	14	104	102	-3.3	6	-3	1.2	-0.4	3
> C#CCSc1ncc(-c2ccccc2)cn1
 : -14	13	87	112	-1.5	-6	-4	1.9	-0.1	18
> COc1ccc([N+](=O)[O-])cc1NC(=O)CSc1nc(C)c(C)c(C)n1
 : 13	10	106	88	-0.8	-7	0	1.2	-0.3	-9
> COc1cc(OC)cc(C(=O)N[C@H](C(=O)OCC(=O)N2CCc3ccccc32)C(C)C)c1
 : 2	15	115	97	-2.4	-7	-7	0.85	0.1	-10
> CCCC(=O)N1CCN(c2ccc(NC(=O)c3ccc(OCC)c([N+](=O)[O-])c3)cc2)CC1
 : 2	-1	89	98	14	2	2	1.2	0.0	23

(continued)
Every second line gives: STAT1 inh	APP 5'UTR act	STAT3 activator	STAT1 activator	DTT redox prof	TLR4 MyD88 comp	HMGR II inh	NF-kB expr up	Hsp70 activator	STAT3 inh
> CCOc1ccc(NC(=O)Nc2ccccc2SC)cc1
 : -30	104	97	125	0.0	-11	0	2	0.2	9
> Cc1cc(C)cc(NC(=O)CSc2nnc(CN3CCOCC3)n2C)c1
 : 1	-1	96	99	-2.2	-9	-3	1.1	-0.2	8
> CN(C)S(=O)(=O)c1cccc(NS(=O)(=O)c2ccc(Cl)s2)c1
 : 4	-8	100	96	-0.4	-2	4	1.4	0.0	9
> CCc1ccc(C(=O)c2ccccc2C(=O)O)s1
 : 2	2	95	99	0.4	-1	-1	0.99	-0.3	9
> CCCSc1nc(N)c(C#N)c(-c2ccc(C)cc2)c1C#N
 : -3	-12	103	103	-2.4	6	1	1.1	-0.2	1
> COc1cccc(OCC(=O)NN=C2c3ccccc3-c3ccccc32)c1
 : -1	6	84	101	-6.5	3	-4	1.1	-0.1	22
> COc1ccc(CN2CCC(C(=O)N(C)CCc3ccc(OC)c(OC)c3)CC2)c(OC)c1
 : 5	-1	105	96	-2.8	6	0	1.1	-0.2	1
> C#CCNC(=O)C1=C[C@H](C2CC2)C[C@H](OCCCCO)O1
 : -6	-9	nt	107	-1.0	-10	0	1.1	0.0	nt
> Fc1ccccc1-c1ccc(/C=N/Nc2nc3ccccc3[nH]2)o1
 : -9	74	126	108	0.2	-12	6	2.9	-0.4	-34
> Cc1cccc(N2CCN(Cc3nc(-c4ccccc4Cl)oc3C)CC2)n1
 : -4	0	107	102	0.2	-15	-4	0.85	-0.3	-2
> CC1=C(C(=O)OC(C)C)[C@@H](c2ccc(C)o2)NC(=O)N1
 : -11	13	99	110	0.5	-2	0	1.5	-0.5	5
> CC1CCN(S(=O)(=O)c2ccc(Cl)cc2Br)CC1
 : -4	21	100	104	1.7	-4	-9	1	0.0	5
> COc1ccc(S(=O)(=O)n2nc(OC(=O)c3cccs3)cc2N)cc1
 : 3	1	99	97	-9.2	-4	-7	1.1	-0.1	4
> CCn1c(C)nc2cc(C(=O)NNC(=S)Nc3ccccc3)ccc21
 : -67	185*	97	160*	-0.4	13	2	1.9	0.9	10
> CCN(CC)S(=O)(=O)c1ccc(NC(=O)COC(=O)c2ccc(Br)o2)cc1
 : -7	11	101	106	2.4	6	-8	1.1	-0.2	8

Continued.
Every second line gives: STAT1 inh	APP 5'UTR act	STAT3 activator	STAT1 activator	DTT redox prof	TLR4 MyD88 comp	HMGR II inh	NF-kB expr up	Hsp70 activator	STAT3 inh
> Oc1[nH]c2ccccc2c1N=Nc1ccc(C(F)(F)F)cn1
 : -17	29	111	116	-6.5	12	-5	1.4	0.1	-5
> Cc1cccc(C)c1NC(=S)NC(C)CCc1ccccc1 (configuration not stated)
 : 11	7	81	90	0.1	3	-8	0.75	-0.4	25
> COc1ccc(NCc2ccc([N+](=O)[O-])s2)c(OC)c1
 : -5	-23	97	104	-0.4	4	-3	1.2	-0.3	4
> O=C(NCCCCNC(=O)c1cccs1)c1cccs1
 : 5	11	100	95	-0.5	-9	0	1.2	0.1	4
> Cc1cccc2cc(C(c3nnnn3C(C)(C)C)N3CCN(C(=O)c4ccco4)CC3)c(=O)[nH]c12 (configuration not stated)
 : 7	24	96	93	-0.4	-13	-7	1.2	-0.2	6
> Cc1cc2ncn(S(=O)(=O)c3ccc(S(=O)(=O)N4CCOCC4)cc3)c2cc1C
 : 6	-7	98	94	3.1	-6	0	0.87	-0.2	8
> COCC(=O)N(C)C1(c2nnnn2CCOC(=O)Nc2ccc(Cl)cc2)CCCCC1
 : 3	-7	97	96	-2.7	19	-4	0.83	-0.1	6
> Cn1/c(=N\NC(=O)c2ccccc2Cl)sc2ccccc21
 : -20	54	110	118	0.0	-8	-4	1.6	0.1	2
> CCOc1ccc(C(=O)C[n+]2ccc(C(=O)NCc3ccccc3)cc2)cc1
 : -5	-13	99	105	-0.7	7	-4	0.93	0.3	9
> CCO/N=C(\C)c1c(O)cc(C(C)C)n(-c2ccccc2)c1=O
 : -4	-14	104	103	0.8	3	0	1	0.4	-4
> O=C1c2[nH]nc(-c3ccccc3O)c2C(c2cccc(O)c2)N1Cc1ccco1 (configuration not stated)
 : 13	-15	83	88	1.6	-3	-9	1	-0.1	25
> CC(=O)OCC(=O)C1=CCC2C3CCC4=CC(=O)C=CC4(C)C3(F)C(OC(C)=O)CC12C (configuration not stated)
 : 0	15	93	100	9.2	-1	-6	1.3	-0.3	10
> Cc1ccc(-n2c(C)c3c(C)nnc(C)c3c2C)cc1C
 : -1	-13	91	101	0.1	-3	0	0.62	-0.3	16
> O=C(NC1CCN(Cc2ccccc2)CC1)C1CCCN(c2nnc(-n3cccc3)s2)C1 (configuration not stated)
 : -1	-11	94	98	-0.8	-11	-7	0.63	-0.2	6
> CCCCOc1ccccc1N
 : -2	11	102	102	-0.8	-12	0	1.1	-0.2	-1

Further entries:
Every second line gives: STAT1 inh	APP 5'UTR act	STAT3 activator	STAT1 activator	DTT redox prof	TLR4 MyD88 comp	HMGR II inh	NF-kB expr up	Hsp70 activator	STAT3 inh
> O=C(Cc1ccc(-n2c(=O)[nH]c3ccsc3c2=O)cc1)N1CCN(c2ccc(Cl)cc2)CC1
 : 10	-1	85	91	0.1	-4	0	0.94	0.0	18
> CC1(C)Cc2c(c(-c3ccccc3)nc3[nH][nH]c(=O)c23)CO1
 : -20	-3	112	116	-0.1	0	-6	1.1	-0.3	-10
> O/N=C1\CCCCc2ccccc21
 : -4	12	103	104	2.0	7	3	1	0.3	0
> O=C(COc1ccccc1F)NC1CC1
 : -4	9	102	104	-0.6	-23	3	0.85	-0.2	0
> CCCn1c(SCC(=O)NCc2ccccc2Cl)n[nH]c1=O
 : 4	-11	91	96	-1.9	-9	-1	0.98	-0.1	14
> O=C(NC1CCCCC1)C1CCN(c2nnnn2-c2ccccc2)CC1
 : -2	-6	95	102	-0.5	0	-10	1.1	-0.2	12
> COc1ccc(CCNC(=O)[C@@H]2C[C@H]2c2ccccc2)cc1OC
 : 7	-7	99	94	0.2	-16	-3	1.1	-0.1	2
> O=C(Nc1ccccc1Sc1ccccc1)C1CCCO1 (configuration not stated)
 : -3	nt	106	103	0.6	18	-4	0.84	-0.5	-4
> COc1cccc(-c2nc(CS(=O)CC(=O)O)c(C)o2)c1 (configuration not stated)
 : 0	11	101	100	-0.5	-21	1	1.5	0.0	4
> CCOC(=O)c1ccc(NC(=O)CSc2nnnn2CCCO)cc1
 : -2	6	99	102	-2.0	-3	1	1.4	-0.3	7
> CCOC(=O)C1CCCN(c2ncnc3c2oc2ccccc23)C1 (configuration not stated)
 : 11	-3	91	90	1.9	-5	1	0.95	-0.5	14
> O=C(Nc1ccccc1)N1CCN(Cc2ccc3c(c2)OCO3)CC1
 : 1	0	98	99	-0.7	-4	6	1.3	0.0	11
> O=C(Cc1cccs1)Nc1cccc(-c2nnc(-c3ccco3)o2)c1
 : -5	14	95	102	-0.7	4	-6	0.64	-0.4	12
> COc1ccc(C)cc1NC(=O)NCc1ccccn1
 : -4	1	97	103	-0.5	11	-1	0.9	-0.2	15
> CCN(Cc1ccccc1)C(=O)C1CCN(Cc2ccc(OC)c(OC)c2OC)CC1
 : 5	-9	94	95	0.9	4	-4	0.99	-0.4	8
